S100A4 MyoIIA: inhibitors of S100A4-myosin IIA peptide binding, primary screen, biochemical, fluorescence polarization, TAMRA-MyoIIA peptide | Protein S100-A4 (Homo sapiens), P26447 | inhibition, % at 10.7 µM | actives 0.14% (n = 360,000) | AID 652163, 2013;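 active means mean inhibition of at least 70% across replicates, with every replicate also reaching that level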
Target sequence (P26447 whole entry, looked up): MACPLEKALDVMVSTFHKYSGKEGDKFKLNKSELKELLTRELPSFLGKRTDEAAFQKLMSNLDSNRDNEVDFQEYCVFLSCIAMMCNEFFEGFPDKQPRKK
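incubation = readout 5 min after mixing, signal stable up to 60 min | system = S100A4 monomer protein | buffer or medium = HEPES pH 7.2 with CaCl2, KCl, NaCl, DTT, Triton | benchmarks = neutral control DMSO, positive control TFP | also added = fluorescent myosin IIA peptide, 5 nM | compound dosing = one concentration per compound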
PglD inh: C. jejuni PglD acetyltransferase inhibitors, primary screen, biochemical, DTNB colorimetric, single point; UDP-N-acetylbacillosamine N-acetyltransferase PglD (Campylobacter jejuni); purified PglD enzyme, DTNB colorimetric CoA detection; inhibition, % at 12.5 µM; actives 0.098% (n = 360,000); AID 602405, 2012; in the data active means inhibition above about 16%, passing the limit was not always enough; further: strong numbers were not always called active
LGR2 antag: inhibitors of bursicon-induced LGR2 CRE-luciferase signal, primary screen, cell-based, HEK293, CRE-luciferase reporter, bursicon stimulation; Drosophila bursicon receptor LGR2 (rickets); bursicon-stimulated, 4 h; inhibition, % at 9.99 µM; actives 0.35% (n = 380,000); AID 720647, 2013;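 active means drop in luminescence signal, shown as inhibition above about 50% in the replicate tests, limit read from the data, passing the limit was not always enough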;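 further: agonist challenge used bursicon conditioned medium at about half maximal strength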
ERAP1 HTS inh: human ERAP1 aminopeptidase inhibitors, primary screen, biochemical, single point, plate reader; Endoplasmic reticulum aminopeptidase 1 (Homo sapiens), Q9NZ08; recombinant ERAP1, Leu-AMC fluorescence, 60 min; inhibition, % at 10.7 µM; actives 0.15% (n = 340,000);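 active means mean replicate inhibition of at least 30%, or all replicates individually reaching that 30% level; inactive means mean below 30% and not every replicate reaching it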;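 further: 0% = neutral control wells and 100% = L-leucinethiol positive control wells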
Target sequence (Q9NZ08 whole entry, looked up): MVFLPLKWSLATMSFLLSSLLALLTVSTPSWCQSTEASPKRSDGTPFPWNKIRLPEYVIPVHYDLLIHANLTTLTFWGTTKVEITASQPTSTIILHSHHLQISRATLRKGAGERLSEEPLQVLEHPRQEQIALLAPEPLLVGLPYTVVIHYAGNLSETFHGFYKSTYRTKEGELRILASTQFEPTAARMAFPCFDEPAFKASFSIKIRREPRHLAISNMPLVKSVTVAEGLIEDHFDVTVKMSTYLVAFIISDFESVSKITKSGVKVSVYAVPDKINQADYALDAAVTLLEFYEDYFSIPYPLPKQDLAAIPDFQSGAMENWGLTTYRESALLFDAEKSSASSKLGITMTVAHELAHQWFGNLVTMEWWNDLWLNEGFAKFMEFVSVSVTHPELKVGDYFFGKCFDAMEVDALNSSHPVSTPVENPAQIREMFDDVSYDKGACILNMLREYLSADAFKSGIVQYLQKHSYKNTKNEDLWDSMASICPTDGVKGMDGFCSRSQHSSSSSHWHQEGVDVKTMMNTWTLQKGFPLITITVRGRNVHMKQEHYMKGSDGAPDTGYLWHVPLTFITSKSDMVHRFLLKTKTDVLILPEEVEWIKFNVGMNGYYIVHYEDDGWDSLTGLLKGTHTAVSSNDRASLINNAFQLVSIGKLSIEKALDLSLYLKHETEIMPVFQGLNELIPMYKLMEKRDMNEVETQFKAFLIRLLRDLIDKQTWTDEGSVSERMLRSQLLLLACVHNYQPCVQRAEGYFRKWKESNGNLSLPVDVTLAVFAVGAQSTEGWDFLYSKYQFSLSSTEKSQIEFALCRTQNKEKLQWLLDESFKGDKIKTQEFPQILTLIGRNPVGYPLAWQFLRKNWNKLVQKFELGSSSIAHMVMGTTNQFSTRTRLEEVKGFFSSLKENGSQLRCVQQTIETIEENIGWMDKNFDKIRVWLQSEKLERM
EWS-Fli inh: EWS/Fli-driven NR0B1 reporter inhibitors, primary screen, A673 cells, NR0B1 luciferase, luminescence, MLPCN library; viability-normalised; inhibition, % at 12.6 µM; actives 0.67% (n = 350,000);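 active means mean inhibition of at least 50% after viability correction, with every replicate also passing that limit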;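 further: firefly luciferase signal divided by Alamar Blue viability fluorescence both relative to DMSO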
PAX8 inh HTS: inhibitors of PAX8-driven TPO luciferase reporter, primary screen, RMG-I cells, single concentration; SteadyGlo, 24 h; inhibition, % at 12.6 µM; actives 1.2% (n = 360,000); AID 652154, 2013;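 active means mean replicate inhibition at least 60% with every replicate also reaching 60%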;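 further: luciferase light reporting Pax8 driven TPO promoter activity; plate controls were median of neutral control wells for no effect and mitoxantrone controls for full effect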
PGC1a acetyl inh: inhibitors of PGC1a acetylation signal, primary screen, cell-based, U2OS, AlphaScreen, inhibitor mode. AlphaScreen anti-acetyl-lysine; with virally co-expressed GCN5 acetyltransferase. inhibition, % at 15.6 µM. actives 0.17% (n = 350,000). AID 651687, 2012;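 active means every replicate shows inhibition of at least 40%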;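 further: 0% = neutral control wells and 100% = positive control wells; some results beyond the cut were filed as inactive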
FN deposit inh: inhibitors of fibronectin matrix deposition, primary screen, AH1F cells, Alexa488-fibronectin fluorescence, plate reader; AH1F fibroblasts, overnight; inhibition, % at 12.6 µM; actives 0.086% (n = 350,000); AID 743247, 2014;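 active means mean inhibition across replicates of 30% or more, regardless of how many single replicates reach that level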;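 further: positive control wells lacked labelled fibronectin entirely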
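material = AH1F fibroblast monolayer depositing Alexa488-labelled fibronectin into matrix | amount = 10000 AH1F cells/well | buffer or medium = DMEM plus 2% serum, read in PBS | incubation = 1 h cell adhesion before compound, then overnight fibronectin incubation | detection = fluorescence at 485 nm excitation, 525 nm emission | evaluation = percent inhibition as loss of matrix-bound fibronectin fluorescence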
Numbers without * were called inactive; nt = not tested or not shown; & = joins results of further samples. No enrichment for hits; 2.1% or so of the library scored in one or more.

SMILES	S100A4 MyoIIA	PglD inh	LGR2 antag	ERAP1 HTS inh	EWS-Fli inh	PAX8 inh HTS	PGC1a acetyl inh	FN deposit inh
CC(Sc1nnc(COc2ccc(Cl)cc2)n1-c1ccccc1)C(=O)O (centres undefined)	-21	-2	12	0	5	-17	-4	7
CCCCCC1CC(CC(=O)Nc2ccc([N+](=O)[O-])cc2)OC1=O (centres undefined)	-1	nt	nt	-2	11	-6	4	3
O=C(CSc1ncnc2c1cnn2CCO)Nc1cccc(C(F)(F)F)c1	nt	-3	6	nt	nt	-11	3	-9
O=C(C[C@H]1C[C@@H]2c3cc(NC(=O)C4CCOCC4)ccc3O[C@@H]2[C@@H](CO)O1)NC1CCCC1	-2	1	-11	-1	-4	-1	4	2
C[C@H](CO)N1C[C@H](C)[C@@H](CN(C)Cc2ccc(C(=O)Nc3ccccc3N)cc2)Oc2ccc(NC(=O)C3CC3)cc2CC1=O	-1	5	23	0	27	48	-11	nt
C=CCN(c1ccc(C(=O)Nc2ccc(C)c(C)c2)cc1)S(C)(=O)=O	3	nt	nt	1	-17	-29	nt	7
CCC(=O)Nc1ccc2c(c1)C(=O)N(C)[C@H]1CC[C@H](CC(=O)Nc3ccccc3OC)O[C@@H]1CO2	0	10	9	2	9	6	-2	-17
CC1CCCN(c2ccc(C(=O)OCC(=O)N3c4ccccc4Sc4ccccc43)cc2[N+](=O)[O-])C1 (centres undefined)	1	nt	5	2	2	33	nt	-5
COc1ccccc1C(=O)OCC(=O)NC(C)CCc1ccccc1 (centres undefined)	2	8	-3	-2	-7	-2	-1	-1
COc1ccc(-c2c(C)c3cc(O)ccc3oc2=O)cc1	-6	0	5	1	5	-32	2	9
CC(=O)Nc1ccc(NC(=O)Cn2cnc(S(=O)(=O)N3CCOCC3)c2)cc1	-3	nt	2	4	-3	0	7	10
COC(=O)C(F)(Sc1c(C)n(C)n(-c2ccccc2)c1=O)C(F)(F)F (centres undefined)	nt	1	-20	nt	nt	nt	4	4
CCOc1ccc(CCNC(=O)COC(=O)CSc2ccccc2C)cc1OCC	-13	-3	4	4	1	2	nt	-5
C=CCOc1ccc(/C=C/C(=O)OCC(=O)N(C)CC(=O)Nc2ccccc2Cl)cc1	2	nt	6	2	3	-1	nt	1
CCn1c(=O)cc(C(F)(F)F)[nH]c1=S	-4	nt	6	0	0	-5	-1	1
COc1ccc(CNC(=O)c2sccc2-c2ccccc2)cc1OC	2	3	9	0	nt	15	nt	-3
O=C1C=C(c2ccc(Oc3ccccc3)cc2)C[C@@H](c2ccc3c(c2)OCO3)C1	-7	-3	7	nt	-6	-11	-6	0
COc1ccc(Cc2c(C3CCCCC3)nc3c4ccccc4ccn23)c(C)c1	-14	4	-21	-4	11	25	-19	-15
O=C(NCc1cccc(Cl)c1)c1cc(COc2ccc3ncccc3c2)on1	-6	nt	nt	2	-3	-20	1	0
Cc1cc(C(=O)NC2CCCCC2C)c2ccccc2n1 (centres undefined)	1	-3	7	3	nt	-17	-1	nt
C[C@@H]1CCCCO[C@@H](CN(C)Cc2ccc(Cl)c(Cl)c2)[C@@H](C)CN([C@@H](C)CO)C(=O)c2cc(NC(=O)Nc3cccc4ccccc34)ccc2O1	-30	-2	-3	1	-1	20	2	nt
CCCN1C(=O)c2ccccc2NC1c1ccc(Br)cc1 (centres undefined)	-4	-2	-8	-6	9	-1	-12	0
C[C@@H]1CN([C@H](C)CO)S(=O)(=O)c2ccc(C#CCN(C)C)cc2O[C@@H]1CN(C)C(=O)C1CCCCC1	3	-1	-2	1	9	9	-1	-6
O=C1NC(=O)/C(=C\c2ccc(OCc3cccc([N+](=O)[O-])c3)cc2)N1	-6	nt	-10	-2	4	-9	nt	2
O=C(Nc1nnc(C2CC2)s1)c1cc2ccccc2o1	0	1	-29	0	-75	-191	-1	0
Additional entries.
SMILES	S100A4 MyoIIA	PglD inh	LGR2 antag	ERAP1 HTS inh	EWS-Fli inh	PAX8 inh HTS	PGC1a acetyl inh	FN deposit inh
C[C@@H]1CN([C@@H](C)CO)C(=O)c2cc(NC(=O)CCCN(C)C)ccc2O[C@@H]1CN(C)Cc1ccc(C(F)(F)F)cc1	1	1	-8	4	-1	-12	10	nt
Cc1cccc(NC(=O)c2csnn2)n1	-2	nt	nt	-2	-27	-12	9	-4
O=C(/C=C/c1ccco1)N1CCN(S(=O)(=O)c2cccs2)CC1	0	0	-14	nt	-1	2	-7	9
C[C@H](CO)N1C[C@H](C)[C@@H](CN(C)S(=O)(=O)c2ccc(F)cc2)Oc2ccc(NC(=O)C3CCCCC3)cc2CC1=O	2	10	-18	1	0	-3	-1	-15
CO[C@@H]1CN(C)C(=O)c2ccc(NS(=O)(=O)CC(F)(F)F)cc2OC[C@H](C)N(C)C[C@H]1C	-6	3	-24	5	7	23	-26	3
Cc1cc([N+](=O)[O-])ccc1Nc1nc2ccccc2n2cnnc12	2	5	-24	-6	-5	-12	12	0
Nc1nc(SCC(=O)Nc2ccc(OC(F)(F)F)cc2)[nH]c(=O)c1NC(=O)c1ccc(Br)o1	-3	-5	3	0	5	3	-13	-6
Cc1cc(C2=NNC(=Nc3ccccc3)SC2)c(C)n1C	1	nt	-31	-2	-84	-30	nt	-12
CN(C(=O)COC(=O)c1cccc(S(=O)(=O)N(C)c2ccccc2)c1)C1CCCCC1	0	-3	22	2	-1	11	nt	1
CCN(Cc1ccccc1)C(=O)CCNS(=O)(=O)c1ccc2c(c1)CC(C)N2C(C)=O (centres undefined)	-1	-1	-1	3	8	5	-3	7
O=C(C[C@H]1CC[C@H](NC(=O)C2CC2)[C@@H](CO)O1)NC1CCC1	-1	-3	8	-1	-6	-10	4	-6
CCCOc1ccc(Cc2c(O)nc(SC)[nH]c2=O)cc1C	-1	-10	-11	5	20	-5	3	2
Cc1ccc(S(=O)(=O)N2CCCN(S(=O)(=O)c3ccccc3Br)CC2)cc1	6	7	-14	nt	-12	-3	13	-3
COc1ccc(OC)c(NC(=O)N2CCCc3ccccc32)c1	2	5	-5	3	-3	-61	nt	8
O=c1c([N+](=O)[O-])cccn1Cc1cccc(Cl)c1	11	4	15	2	-3	7	-6	-3
Cc1cccc(C(=O)NNC(=O)CN2C(=O)c3ccccc3C2=O)c1	6	nt	10	-2	7	0	nt	9
CC1Cc2ccccc2N1Cc1ccc([N+](=O)[O-])cc1 (centres undefined)	-1	2	4	9	8	8	-2	-6
Cc1ccc(NC(=O)Cn2c(O)c(N=NC(=O)c3cc4ccccc4cc3O)c3ccccc32)cc1	nt	6	-11	nt	6	6	nt	-4
O=C1CN=C(Nc2cccc(C(F)(F)F)c2)N1C1CCCC1	-4	2	-3	-1	nt	nt	4	nt
COc1ccc(CN2C(=O)C(CC(=O)NC3CCCC3)CC(C(=O)N3CCOCC3)=C2C)cc1 (centres undefined)	5	1	-3	1	-9	-7	2	-1
CCOC(=O)C1=C(C)N(CCCC(=O)O)C(=O)NC1c1ccccc1 (centres undefined)	-7	7	-13	-2	-16	5	nt	2
N#CC(Cc1ccc(OC(F)F)cc1)c1nc2ccccc2[nH]1 (centres undefined)	nt	0	-48	nt	nt	-65	7	0
Cc1cc(C)n(-c2ccc(C(=O)OCC(=O)N3CCN(c4ccccc4)CC3)cc2)n1	0	-1	2	-1	-1	-7	7	-3
COc1ccc(C)cc1NC(=O)CCN1CC(C)OC(C)C1 (centres undefined)	-1	nt	2	0	3	-1	nt	3
C[C@@H]1CN([C@H](C)CO)C(=O)c2cc(NC(=O)Cc3ccccc3)ccc2O[C@@H](C)CCCCO[C@H]1CN(C)C(=O)C1CCCCC1	-4	0	-18	0	8	-18	15	nt

Some of the entries above, set out differently:
compound | S100A4 MyoIIA | PglD inh | LGR2 antag | ERAP1 HTS inh | EWS-Fli inh | PAX8 inh HTS | PGC1a acetyl inh | FN deposit inh
C[C@@H]1CN([C@@H](C)CO)C(=O)c2cc(NC(=O)CCCN(C)C)ccc2O[C@@H]1CN(C)Cc1ccc(C(F)(F)F)cc1 | 1 | 1 | -8 | 4 | -1 | -12 | 10 | nt
Cc1cccc(NC(=O)c2csnn2)n1 | -2 | nt | nt | -2 | -27 | -12 | 9 | -4
O=C(/C=C/c1ccco1)N1CCN(S(=O)(=O)c2cccs2)CC1 | 0 | 0 | -14 | nt | -1 | 2 | -7 | 9

Carrying on:
SMILES	S100A4 MyoIIA	PglD inh	LGR2 antag	ERAP1 HTS inh	EWS-Fli inh	PAX8 inh HTS	PGC1a acetyl inh	FN deposit inh
CCOC(=O)c1oc2ccc(S(=O)(=O)n3nc(-c4ccccc4)cc3N)cc2c1C	-3	-4	-12	4	16	21	-74	4
O=C(O)CSCC(=O)c1ccccc1	2	-5	-5	3	-2	nt	8	nt
OCCC1CN(Cc2cccn2-c2ncccn2)CCN1Cc1ccc(F)cc1 (centres undefined)	5	-1	-2	nt	1	20	-9	1
Cc1cccc(N2CCN(C(=O)CS(=O)(=O)Cc3nc(-c4ccccc4F)oc3C)CC2C)c1 (centres undefined)	4	0	10	1	2	24	12	0
C[C@@H]1CN([C@@H](C)CO)S(=O)(=O)c2ccc(C3=CCCC3)cc2O[C@@H]1CN(C)C(=O)C1CCC1	-2	6	11	1	5	nt	-16	nt
Cc1noc(C)c1C(=O)N(CC(=O)NC1CCCC1)Cc1ccccc1F	0	0	33	-4	-7	nt	6	nt
CC(C)CCNC(=O)NC(=O)COc1ccccc1C#N	nt	1	nt	nt	nt	-11	0	-5
CCC(=O)Nc1ccc2c(c1)C(=O)N(C)C[C@H](OC)[C@H](C)CN(CCc1ccccc1)[C@@H](C)CO2	4	2	3	-4	-2	2	-8	-12
COc1cc(OC)cc(C(=O)N2CCC3(CC2)NCCc2[nH]cnc23)c1	-2	0	16	3	nt	6	-4	1
COc1ccc(N2CCN(CC(=O)c3ccc(O)c(C)c3O)CC2)cc1	1	-3	5	5	nt	3	nt	-8
CCCNC(=O)Nc1ccc2c(c1)OC[C@@H](C)N(S(C)(=O)=O)C[C@H](C)[C@H](OC)CN(C)C2=O	7	nt	-6	-2	-1	-15	4	-9
Cc1ccc(CNC(=O)C2CCN(S(=O)(=O)N3CC(C)CC(C)C3)CC2)cc1 (centres undefined)	-4	-2	13	3	nt	2	13	8
O=C(Nc1ccccc1)C1=C[C@H](c2csc3ccccc23)C[C@H](OCc2ccc(CO)cc2)O1	10&6	3	-19	-3&3	11&11	6&41	-16&-18	-9
COc1ccc(OC)c(C(=O)NC(CC(N)=O)c2ccc(NCc3ccccn3)c([N+](=O)[O-])c2)c1 (centres undefined)	-7	-5	7	-1	2	8	17	-22
C[C@@H]1CCCCO[C@H](CN(C)C(=O)c2ccccc2)[C@H](C)CN([C@H](C)CO)C(=O)c2cc(NC(=O)c3ccccc3)ccc2O1	-7	-1	0	-1	nt	11	0	-15
O=C(Nc1ccccc1)Nc1nnc(Cc2ccc(F)cc2)s1	-1	7	3	2	-24	-5	14	6
CCC(=O)N1N=C(c2ccc(NS(C)(=O)=O)cc2)CC1c1ccc(N(C)C)cc1 (centres undefined)	-25	nt	-9	3	-53	-98	nt	-1
C[C@H](CO)N1C[C@H](C)[C@H](CN(C)S(=O)(=O)c2ccccc2)Oc2c(cccc2N(C)C)C1=O	4	1	10	-3	0	2	0	-2
CN(c1cccnc1)c1ncnc2[nH]ncc12	-5	0	-5	-1	3	-8	-3	3

Screens: PubChem, Broad Institute
